Screens deposited in PubChem by National Center for Advancing Translational Sciences (NCATS).
Tau FP inhib = blocks human tau fibril formation measured by polarization; P10636; K18 P301L tau heparin fibrillization, Alexa594 FP, 6 h; Potency, µM (highest dose often 57.7 µM), inactives show at the top dose activity, negative = inhibition, hits mostly inhibitors; 0.39% of 280,000 active; further: on the % scale 0 is the no-effect control and ±100 the full control effect; nearly all actives have a fitted effect of over 55% in size
Target sequence (P10636 561-689 P618L limits assumed): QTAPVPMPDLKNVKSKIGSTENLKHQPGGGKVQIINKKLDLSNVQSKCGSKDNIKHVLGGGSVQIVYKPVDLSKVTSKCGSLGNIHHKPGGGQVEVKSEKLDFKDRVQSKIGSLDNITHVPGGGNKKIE
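Read-out: fluorescence polarization of Alexa 594-labeled tau (0.24 uM), 555 nm excitation, 632 nm emission. Mixtures held 15 uM unlabeled K18 P301L, compound and 20 uM heparin, pH 7 acetate buffer, incubated 6 hr at 37 C.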
Tau fluor cs = counter-screen for tau fibril formation inhibitors. Potency, µM (highest dose often 57.7 µM), inactives show top-dose activity change, negative = decrease. tau K18 P301L Alexa594 fluorescence, heparin fibrillization. 0.93% of 280,000 active; further: on the % scale 0 is the no-effect control and ±100 the full control effect; nearly all actives have a fitted effect of over 55% in size
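Human tau K18 P301L (15 uM unlabeled, 0.24 uM Alexa 594-labeled) in 100 mM sodium acetate pH 7 with 20 uM heparin, 6 hr at 37 C. ThT 30 uM added, 1 hr ambient; Alexa 594 FP and total fluorescence read at 555/632 nm.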
GAA glycogen = alters human alpha-glucosidase cleavage of glycogen. P10253. recombinant GAA, glycogen substrate, Amplex Red glucose oxidase fluorescence. AID 2100. Potency, µM (series often up to 76.4 µM), inactives show top-dose activity change, negative = inhibition, actives largely listed as inhibitors. 0.38% of 300,000 active;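 further: 0% = full enzyme reaction and -100% = no-enzyme basal signal; the screen sought inhibitors and activators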
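Recombinant enzyme (4 nM final) with compounds titrated up to 77 uM and bovine liver glycogen (30 ug) in citrate pH 5.0, 0.01% Tween-20, 37 C 40 min. Released glucose detected by Amplex Red/glucose oxidase (Ex 573/Em 610); AC50 from Hill fits.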
Tau ThT inhib = blocks human tau fibril formation measured by thioflavin T. P10636. recombinant tau K18 P301L (four-repeat tau fragment), heparin-induced fibrillization, ThT fluorescence. Potency, µM (series often up to 57.4 µM), for the others: at the highest dose activity, negative = inhibition, hits mostly inhibitors. 2.1% of 270,000 active. AID 1460; further: on the % scale 0 is the no-effect control and ±100 the full control effect; nearly all actives have a fitted effect of over 55% in size
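Heparin-induced (20 uM) aggregation of recombinant human K18 P301L tau, 15 uM unlabeled with 0.24 uM labeled, pH 7 acetate buffer, 6 hr at 37 C with compound. Fibrils quantified by 30 uM ThT fluorescence after 1 hr ambient incubation.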
aGal spleen mod = inhibits or activates alpha-galactosidase in human spleen homogenate | P06280 | human spleen homogenate, 4MU-alpha-Gal fluorescence, 40 min | Potency, µM (top dose mostly 80 µM), inactives show at the highest dose activity change, negative = inhibition, usual class: inhibitors | 0.008% of 240,000 active | AID 2107;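 further: 0% = enzyme with vehicle and -100% = no enzyme basal signal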
Target sequence (P06280 32-429 limits assumed): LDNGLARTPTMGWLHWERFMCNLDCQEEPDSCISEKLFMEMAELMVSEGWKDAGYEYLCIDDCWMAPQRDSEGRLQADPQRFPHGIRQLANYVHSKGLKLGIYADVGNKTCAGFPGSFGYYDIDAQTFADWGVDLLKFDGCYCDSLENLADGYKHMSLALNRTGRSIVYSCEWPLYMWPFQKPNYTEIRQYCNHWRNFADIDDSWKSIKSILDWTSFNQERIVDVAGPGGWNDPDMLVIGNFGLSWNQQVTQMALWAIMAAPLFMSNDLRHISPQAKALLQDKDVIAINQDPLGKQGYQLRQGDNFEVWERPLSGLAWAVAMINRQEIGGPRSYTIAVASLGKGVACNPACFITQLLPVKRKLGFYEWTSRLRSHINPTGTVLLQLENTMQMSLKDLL
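qHTS titration in buffer at pH 5.0. Alpha-galactosidase activity in spleen homogenate was measured via 4-methylumbelliferone release from 1 mM fluorogenic substrate after 40 min at 37C and a pH 10 stop. AC50 came from Hill fits of control-normalized data.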
HTT ATP protect = cytoprotection in Huntington HTT-Q103 PC12 cell model; PC12 HTT-Q103 induced, cytoprotection, ATP luminescence, 40 h; Potency, µM (series often up to 56.4 µM), for inactives: cytoprotection (ATP increase), hits mostly activators; 0.14% of 230,000 active; AID 1471;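 further: % of control where 0% means no effect; nearly all actives have a fitted effect of over 45% in size; toxic huntingtin expression switched on by the ecdysone agonist tebufenozide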
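PC12 cells with ecdysone-inducible HTT exon 1 Q103-GFP, induced with 100 nM tebufenozide and co-treated with library compounds in a dose series (1536-well, 1500 cells/well). Cytoprotection read as ATP content by ATPlite luminescence.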
GAA inh = blocks human lysosomal alpha-glucosidase; purified human GAA, 4-MU-alpha-glucoside fluorescence; Potency, µM (top dose mostly 76.9 µM), for the others: at the highest dose activity change, negative = inhibition, actives largely listed as inhibitors; AID 1466; 0.005% of 200,000 active;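 further: plate controls were uninhibited enzyme wells for no effect and no-enzyme background for full effect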
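Compounds are titrated up to 77 uM against 4 nM human enzyme. Substrate 4-methylumbelliferyl-alpha-D-pyranoside (400 uM) reacts 20 min at room temperature in pH 5.0 buffer; liberated 4-methylumbelliferone is read at 440 nm.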
GAA spleen mod = inhibitors or activators of human alpha-glucosidase in spleen homogenate | P10253 | human spleen homogenate, 4-MU-alpha-glucoside fluorescence | Potency, µM (top dose mostly 79.9 µM), for inactives: top-dose activity change, negative = inhibition, most hits filed as inhibitors | 0.006% of 240,000 active | AID 2112;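 further: 0% = enzyme with vehicle and -100% = no enzyme basal signal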
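Human spleen homogenate (1 ug) incubated with compounds and 1 mM 4-methylumbelliferyl-alpha-D-glucopyranoside in pH 5.0 citrate/phosphate buffer, 37 C, 40 min. Stopped at pH 10; 4-MU fluorescence (Ex 365/Em 440 nm); AC50 by Hill fit.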
The depositor's hits bear a star; ? = inconclusive; . = no result given; & = joins results of further samples; [ ] = another dose, or the depositor's remark. The call rests on the fitted dose curve; in most records, active means well fitted curve in the direction sought with a large enough effect; inconclusive means small, poorly fitted or top-dose-only effect, or another doubt; inactive means no such curve, though single readings can be large; an effect the other way counts as inactive or inconclusive. Potency means the concentration at half of the fitted maximal effect.

SMILES	Tau FP inhib	Tau fluor cs	GAA glycogen	Tau ThT inhib	aGal spleen mod	HTT ATP protect	GAA inh	GAA spleen mod
CN1CCCN(C(=O)Cc2c(Cl)cccc2Cl)c2nc3ccccc3nc21	0.6%	-14.1%	-0.2%	-8.8%	9.8%	-2.6%	-1.5%	-0.3%
CN1CCN(Cc2nc3c(c(=O)n(C)c(=O)n3C)n2Cc2cccc3ccccc23)CC1	-8.0%	-2.7%	3.3%	-3.3%	15.2%	-21.6%[0.074 µM]	-2.5%	6.9%
CCOc1[nH]n(-c2ccccc2)c(=O)c1C=Nc1ccccc1	3.4%	-19.4%	2.3%	?	5.0%	-68.2%[inhibitor]	-0.5%	.
O=S(=O)(c1ccc(Cl)cc1)c1nc(-c2cccc(Br)c2)oc1NCc1ccccc1	?	-17.1%	8.4%[76.3 µM]	-3.2%	.	.	.	.
CC(=O)OCc1nc2sc(C)c(C)c2c(=O)[nH]1	1.2%	0.7%	-2.2%	-2.8%	-1.5%	6.4%[10 µM]	-13.8%	-5.7%
CC(C)CC1c2[nH]c3ccccc3c2CCN1C(=O)c1cnccn1 (stereo unspecified)	-0.6%	-11.2%	-12.4%	-5.1%	-6.7%	-29.1%	-6.7%	-9.1%
Cc1ccc(N(C(=O)c2ccc3c(c2)OCO3)C2C=CS(=O)(=O)C2)cc1 (stereo unspecified)	0.1%	5.2%	2.9%	1.6%	2.8%	-4.4%	-9.5%	5.9%
O=C(N=Nc1c(O)[nH]c2ccc(Br)cc12)c1cc(-c2cccc3ccccc23)n[nH]1	3.7%	16.0%	-5.8%	9.8%	-2.3%	-25.3%[10 µM]	-3.9%	-5.9%
Cc1ccc(NC(CC(=O)c2ccccc2)c2ccc(F)cc2)cc1 (stereo unspecified)	6.0%	?	-11.6%	-33.4%	7.7%	10.8%	-6.0%	-2.0%
CCC(=O)NC(=S)Nc1c(C)cc(Br)cc1C	3.8%	-4.5%	4.0%	-2.5%	2.7%	1.5%	11.7%	-6.2%
CCCCN(C(=O)c1ccc(S(=O)(=O)N(C)C)cc1)c1nc2ccccc2s1	-5.9%	-9.0%	4.0%	-0.7%	5.2%	-6.7%[10 µM]	?	-1.0%
CCN(C(=O)c1cc2cc(OC)ccc2oc1=O)c1ccccc1	-8.5%	-7.1%	0.6%	-10.4%	8.0%	-0.6%	-1.8%	4.1%
c1ccc(Nc2nc(NCc3ccco3)c3ccccc3n2)cc1	-10.9%	?	-3.1%	9.7%	12.7%	-19.0%[10 µM]	.	7.5%
CCOC(=O)c1c(NC(=O)c2nn(CC)cc2Br)sc(C)c1C	-11.5%	-17.9%	-4.9%	-13.3%	-14.3%	-2.0%[0.074 µM]	?	-12.8%
Cc1nc2nc(SCC(=O)O)nn2c(C)c1Cc1c(F)cccc1Cl	-0.1%&1.9%	-4.7%&15.2%	5.6%	1.0%&7.7%	-2.2%	-12.2%	-9.4%	-1.8%
Cc1ccc(NC(=O)Nc2cc(C)on2)cc1	-5.9%	-13.2%	9.2%	-0.5%	6.1%	-68.1%[inhibitor]	0.0%	.
COc1ccc(N2CCN(C(c3cccs3)C(C)NC(=O)c3ccc4c(c3)OCO4)CC2)cc1 (stereo unspecified)	13.8%	-23.2%	-1.0%	-17.5%	-2.6%	.	1.7%	3.0%
Fc1cc(NCc2ccccc2)nc(NCc2ccccc2)n1	-2.0%	1.9%	0.2%	-1.6%	-1.1%	.	?	2.4%
CC(C)C(=O)Nc1nc2ccc(S(C)(=O)=O)cc2s1	5.9%	-1.8%	-10.0%	-3.3%	5.8%	.	7.8%	-10.4%
CCOC(=O)C(C)Oc1ccc(C2NC(=O)NC(C)=C2C(C)=O)cc1Br (stereo unspecified)	-3.2%	1.1%	4.8%	-3.2%	-0.3%	7.4%	-4.3%	-6.3%
CCc1cccc2c(-c3ccccc3)nc(SCC(=O)Nc3ccc(OC)cc3)nc12	-14.6%	-13.8%	-7.1%[76.3 µM]	-6.2%	.	.	.	.
CCCCc1cc(=O)oc2cc(OS(C)(=O)=O)ccc12	-0.7%	-2.1%	0.4%	1.7%	19.0%	.	?	10.1%
CCc1cc(/C(Cc2ccc3ccccc3n2)=N\O)c(O)cc1O	-9.2%	22.4µM*[quencher]	?	-13.9%	-14.0%	-22.3%[0.074 µM]	5.1%	-1.5%
Cc1ccnc(N/N=C/c2ccccc2)n1	4.9%	-4.8%	-19.0%	-3.4%	-1.0%	-7.6%[10 µM]	-22.0%	-0.1%
CC(=O)N1[C@H](Cc2ccccc2)C=C[C@]1(C)C(=O)NCc1ccc(C)o1	?	-7.6%&-7.5%	-3.2%	?	-3.6%&5.5%	-3.0%	5.7%	0.7%&5.0%
CCOc1ccc(C(=O)CCN2CCCCCC2)cc1	?	14.2%	8.0%	?	-8.4%	-36.5%	-13.8%	4.3%
Cc1csc2c(N3CCN(C(=S)Nc4ccc(F)cc4F)CC3)ncnc12	-13.8%	?	-0.9%	.	13.7%	17.1%[10 µM]	.	7.9%
C=CCn1c(SCC(=O)Nc2c(C)cccc2C)nnc1-c1cnccn1	-0.3%	1.2%	-4.7%	-4.0%	1.4%	-8.7%	0.0%	-3.7%
O=C(CCc1nnc(CCCc2ccccc2)o1)NC(C1CC1)C1CC1	8.4%	7.2%	12.9%	2.8%	-0.8%	2.9%[10 µM]	.	3.4%
Cc1ccc2nc(-c3ccc(NC(=O)CN4C(=O)c5ccccc5C4=O)cc3)sc2c1	5.9%	-3.1%	19.5%	3.2%	-5.8%	-3.0%[10 µM]	4.7%	1.9%
O=C(Cn1cnc2c(nnn2Cc2ccc(Cl)cc2)c1=O)N1CCCc2ccccc21	-12.3%	-8.4%	1.8%	-4.7%	2.8%	-1.8%[10 µM]	-5.2%	2.6%
O=C(c1ccc(Cl)cc1)c1ccc(OCC(O)CN2CCOCC2)cc1 (stereo unspecified)	7.5%	-0.9%	10.7%	-0.9%	-3.6%	17.8%	-0.9%	-6.8%
Cc1ccc(C2C(C#N)=C(N)Oc3c2c(=O)n(C)c(=O)n3C)cc1 (stereo unspecified)	-6.9%	-6.9%	-1.3%	-13.1%	5.2%	-0.5%	8.3%	1.3%
Cc1ccc(C(C(=O)NC2CCCC2)N2CCCC(C)C2)cc1 (stereo unspecified)	-4.1%	0.7%	4.0%	-9.0%	0.0%	-3.7%[10 µM]	-3.9%	-6.8%
COc1ccccc1-c1noc(-c2ccc(NC3CCCCC3)c([N+](=O)[O-])c2)n1	-7.1%	-9.3%	-2.2%[76.3 µM]	-5.8%	.	.	.	.
CCOc1ccc2nc(C)cc(Nc3cccc([N+](=O)[O-])c3)c2c1	1.9%	-10.7%	-2.7%	-3.2%	9.8%	7.3%[0.074 µM]	-4.1%	-10.9%
CCCCC(=O)Nc1ccc2c(c1)OCCO2	5.0%	-1.1%	1.4%	-0.5%	0.1%	-11.6%[10 µM]	-3.1%	-4.9%
Cc1ccc(S(=O)(=O)/N=C(\Nc2cc(C)on2)c2ccc(Cl)cc2)cc1	1.9%	-2.4%	0.4%	-7.1%	7.3%	.	-6.6%	-1.1%
COc1ccc(S(=O)(=O)Nc2ccc(N3CCOCC3)nc2)cc1	8.9%	-15.8%	?	-17.7%	7.3%	.	-4.1%	-3.5%
CC1CCCC/C1=N\Nc1ccc(S(N)(=O)=O)cc1[N+](=O)[O-] (stereo unspecified)	11.4%	-9.3%	?	15.8µM*	-14.7%	22.6%[10 µM]	-5.1%	-4.8%
Cc1ccc(C(=O)NC(=S)Nc2ccc(-c3ccc(CO)o3)cc2)cc1	-13.3%	-19.8%	5.6%	?	0.8%	-14.7%	-6.5%	-7.6%
Cn1c(=O)c2c(c3ccccc31)OC(=O)CC2c1ccc(C(F)(F)F)cc1 (stereo unspecified)	-5.0%	-21.7%	-10.1%[76.3 µM]	?	.	.	.	.
CCCCCCC#CC1C=CC(OC(=O)OCC)C(COC(=O)OCC)O1 (stereo unspecified)	?	-8.5%[11.6 µM]	.	?	14.3%[17.5 µM]	2µM*	.	7.4%[17.4 µM]
O=C(O)C1C2C=CC(C2)C1C(=O)NCCCc1ccccc1 (stereo unspecified)	-5.5%	6.8%	11.7%	5.7%	14.2%	31.0%[10 µM]	1.0%	3.2%
CCn1c(SCC(=O)N/N=C/c2ccc(C)o2)nnc1-c1ccc(C(C)(C)C)cc1	1.7%	-2.2%	5.6%	-12.0%	-6.5%	-6.0%[10 µM]	6.6%	-4.4%
O=C(Nc1nnc(C(F)(F)F)s1)C1COc2ccccc2O1 (stereo unspecified)	8.9%	-3.3%	5.0%	0.8%	-0.5%	-23.3%	-6.0%	-4.4%
CC(C)(C)N=Cc1cc(-c2ccccc2)sc1O	1.6%	-26.2%	-6.9%	?	-1.3%	-8.0%	-0.8%	-3.6%
O=C(CCn1c(=O)[nH]c2ccccc2c1=O)N1CC=C(c2ccccc2)CC1	0.1%	-6.1%	0.3%	-4.4%	5.3%	-41.0%[inhibitor]	8.6%	-3.9%
CCCCc1ccc(C(=O)Nc2ccc3nc(N4CCN(CC)CC4)cc(C)c3c2)cc1	-11.1%	?	9.0%[76.3 µM]	?	.	.	.	.

Two entries drawn at random from those above, as already listed:
SMILES	Tau FP inhib	Tau fluor cs	GAA glycogen	Tau ThT inhib	aGal spleen mod	HTT ATP protect	GAA inh	GAA spleen mod
CC1CCCC/C1=N\Nc1ccc(S(N)(=O)=O)cc1[N+](=O)[O-] (stereo unspecified)	11.4%	-9.3%	?	15.8µM*	-14.7%	22.6%[10 µM]	-5.1%	-4.8%
O=C(O)C1C2C=CC(C2)C1C(=O)NCCCc1ccccc1 (stereo unspecified)	-5.5%	6.8%	11.7%	5.7%	14.2%	31.0%[10 µM]	1.0%	3.2%

Compounds as they come (roughly 3.3% active in at least one column).
